OX1R antag-1 – blocks the human orexin 1 receptor | O43613 | inhibition, % at 5 µM | CHO/OX1R cells, Fluo-8 calcium fluorescence, orexin A | 0.43% of 330,000 active | AID 434989;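 active = inhibition above its plate's threshold, mean inhibition of all tested compounds on the plate plus 3 SD, cut at about 37% in these data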;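 also: 0% = orexin A challenge wells and 100% = SB-334867-A antagonist wells; not every result past the cut was called active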
Target sequence (O43613 whole entry, looked up): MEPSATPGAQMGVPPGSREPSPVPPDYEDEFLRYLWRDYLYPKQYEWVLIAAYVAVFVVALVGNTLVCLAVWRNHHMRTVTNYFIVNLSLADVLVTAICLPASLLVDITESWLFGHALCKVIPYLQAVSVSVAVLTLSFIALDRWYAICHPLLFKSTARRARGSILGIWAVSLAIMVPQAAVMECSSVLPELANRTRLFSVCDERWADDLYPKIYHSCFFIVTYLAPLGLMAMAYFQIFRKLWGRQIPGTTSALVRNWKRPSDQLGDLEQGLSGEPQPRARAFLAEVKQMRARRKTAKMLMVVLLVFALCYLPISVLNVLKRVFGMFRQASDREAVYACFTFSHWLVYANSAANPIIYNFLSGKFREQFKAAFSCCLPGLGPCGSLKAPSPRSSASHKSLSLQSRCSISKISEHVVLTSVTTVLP
CHT allo act – allosteric activators of human choline transporter CHT. Q9GZV3. CHT-expressing cells, membrane potential dye, choline EC20; active compounds read high; LV-AA mutant CHT in HEK293 cells. B-score at 10 µM. 0.49% of 310,000 active;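 active = initial fluorescence not abnormally high and integrated response B-score, plate-corrected, over 3 SD above library mean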
Target sequence (Q9GZV3 whole entry, looked up): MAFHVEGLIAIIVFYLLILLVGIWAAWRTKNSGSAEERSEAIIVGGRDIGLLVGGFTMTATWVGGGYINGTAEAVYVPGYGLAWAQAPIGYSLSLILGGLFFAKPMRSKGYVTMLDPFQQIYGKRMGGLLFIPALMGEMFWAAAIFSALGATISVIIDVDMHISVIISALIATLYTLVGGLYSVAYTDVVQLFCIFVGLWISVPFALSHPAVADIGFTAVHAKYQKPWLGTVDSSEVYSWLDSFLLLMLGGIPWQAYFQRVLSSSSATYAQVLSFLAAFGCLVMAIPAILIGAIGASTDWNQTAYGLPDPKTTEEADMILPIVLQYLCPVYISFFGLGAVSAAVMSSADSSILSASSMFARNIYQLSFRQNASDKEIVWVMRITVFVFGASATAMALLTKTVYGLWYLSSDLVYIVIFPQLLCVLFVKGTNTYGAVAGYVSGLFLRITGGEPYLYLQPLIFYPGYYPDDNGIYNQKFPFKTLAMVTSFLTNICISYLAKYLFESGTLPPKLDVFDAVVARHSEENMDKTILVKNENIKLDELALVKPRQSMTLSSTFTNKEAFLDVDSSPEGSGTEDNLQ
OX1R antag-2 – OX1R (human) antagonism; inhibition, % at 6.6 µM; AID 485270; 1.8% of 330,000 active; OX1R-expressing cells, FRET antagonist read-out; in the data active = inhibition mostly above about 38%, no sharp cut-off; inactive = mostly below about 40%;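 also: 0% = agonist challenge alone and 100% = reference antagonist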
Starred values were filed as active, the others as inactive; i = inactive; · = no result given. The order is random; about 2.5% have a hit in one of these screens.

Below each SMILES: OX1R antag-2	CHT allo act	OX1R antag-1
> Cc1cc(C(=O)CSc2nnc(Cc3ccccc3)o2)c(C)n1Cc1ccc2c(c1)OCO2
    19.7	i	-4.0
> Cc1ccc(S(=O)(=O)NCc2ccccc2)cc1C(=O)NCC(C)(C)N1CCOCC1
    -2.6	i	-25.1
> Cn1cccc1-c1cc(C(=O)N/N=C/c2ccccc2Cl)[nH]n1
    6.7	i	-27.0
> NS(=O)(=O)c1ccc(NC(=O)COC(=O)COc2ccc(Cl)cc2)cc1
    1.7	i	-7.1
> O=C(NCCN1CCCCC1)Nc1cccc(F)c1
    0.1	i	-9.6
> CCCOc1ccc(C(=O)N2CCCC2C(=O)O)cc1 (stereo unspecified)
    0.5	i	3.4
> COc1cc(C)ccc1OCCOCCOc1ccccc1Br
    13.7	i	-5.8
> Cc1nc(CNS(=O)(=O)c2ccc(Oc3ccccc3)cc2)cs1
    49.1	i	20.5
> Cc1cc(OCC(=O)NC(C)C)ccc1Cl
    14.7	i	-4.1
> CCOC(=O)C(C)Sc1ncnc2c1c(-c1ccccc1)cn2-c1ccc(OC)cc1 (stereo unspecified)
    17.6	i	-22.4
> Cc1ccc(S(=O)(=O)NC2c3cccc4cccc(c34)C2Sc2nc(C)cc(C)n2)cc1 (stereo unspecified)
    16.5	i	-11.4
> CC(=O)c1ccc(S(=O)(=O)Nc2ccc(C(=O)NCC(c3cccs3)N3CCOCC3)cc2)cc1 (stereo unspecified)
    10.8	i	-28.0
> Cc1cc(C)cc(NC(=O)/C=C/c2ccc([N+](=O)[O-])s2)c1
    9.9	i	6.2
> OCCC1CN(CCCn2cccn2)CCN1Cc1ccccc1 (stereo unspecified)
    23.1	i	-18.8
> NCC(=O)c1cccc2ccc[n+]([O-])c12
    10.5	i	-1.9

Below each SMILES: OX1R antag-2	CHT allo act	OX1R antag-1
> O=C(Nc1cc(S(=O)(=O)N2CCCC2)ccc1Cl)c1ccncc1
    1.1	·	-11.8
> N=c1sccn1CC(=O)Nc1ccc([N+](=O)[O-])cc1Cl
    35.4	i	-2.8
> COc1ccc(NC(=O)c2cccc3cccnc23)cc1S(N)(=O)=O
    14.9	i	-10.5
> O=C(CCCCCN1C(=O)c2cccc3cccc(c23)C1=O)NCc1ccco1
    9.9	i	-5.7
> C#CCN1C(=O)C(O)(CC(=O)c2ccc(OC)c(OC)c2)c2ccccc21 (stereo unspecified)
    13.5	i	-13.4
> Cc1ccc(/C=N/NC(=O)CC2N=C(Cc3ccccc3)NNC2=O)cc1 (stereo unspecified)
    27.1	i	-8.3
> O=C(Nc1nccs1)C1CCCCN1S(=O)(=O)c1ccccc1 (stereo unspecified)
    38.3	i	-17.7
> CN1C2CCC1CC(NC(=O)CSCc1ccc(Cl)cc1Cl)C2 (stereo unspecified)
    7.7	i	-13.6
> CS(=O)(=O)Nc1ccc(C(=O)N2CCN(c3ccccc3)CC2)cc1
    3.6	i	0.9
> Cc1ccc(C(=O)N/N=C\c2cccnc2)s1
    19.1	i	-11.6
> COc1ccc(CCNC(=O)CN(c2ccc(OC)cc2)S(C)(=O)=O)cc1
    13.4	i	-22.0
> CCOc1ccc(S(=O)(=O)NCCC(=O)N2CCCC(C)C2)cc1 (stereo unspecified)
    7.3	i	-17.8
> CCCCN(CC)CCCNC(=O)C1c2ccccc2C(=O)N(C)C1c1cn(C)c2ccccc12 (stereo unspecified)
    10.9	i	-15.4
> Cc1cc(Cl)ccc1NC(=S)NCC(O)c1ccccc1 (stereo unspecified)
    -5.9	i	-6.9
> O=C(NC(=S)Nc1ccc(N2CCOCC2)cc1)c1cncc(Br)c1
    18.2	i	-23.6

Below each SMILES: OX1R antag-2	CHT allo act	OX1R antag-1
> CN(C)c1ccnc(C(=O)O)c1
    3.0	i	-7.4
> COC(=O)c1cc(C(=O)N2CCN(c3ncccn3)CC2)cc([N+](=O)[O-])c1
    16.4	i	-19.4
> CSCC[C@H](NC(=O)OC(C)(C)C)c1nnc(SCc2ccc(F)cc2)o1
    12.9	i	-31.7
> CC(/C=C/c1ccccc1)=N\NC(=O)Cn1cncn1
    -1.8	i	15.4
> O=C(COC(=O)CNC(=O)c1ccccc1)Nc1ccc(S(=O)(=O)N2CCOCC2)cc1
    12.6	i	-11.2
> O=C(Nc1ccc2c(c1)N(S(=O)(=O)c1cccs1)CCC2)c1c(F)cccc1F
    68.6*	i	19.9
> O=C(Nc1ccccc1)c1nsnc1C(=O)Nc1ccccc1
    7.5	i	-2.5
> CCOc1ccccc1NC(=O)N1CCC(NC(=O)c2ccccc2C)CC1
    15.1	i	-25.3
> COC(=O)[C@H](Cc1c[nH]c2ccccc12)NC(=O)NCc1ccc(OC)cc1
    5.9	i	6.6
> Cc1cc(C)c2oc(-c3ccc(Cl)c(NC(=O)c4ccc(C#N)cc4F)c3)nc2c1
    4.8	i	-11.0
> COc1cccc(CNn2c(-c3cccc(C)c3)nc3ccccc3c2=O)c1O
    15.3	i	-20.2
> CCCCN(CC)CCCNC(=O)c1cn(CC)c2ccc(S(=O)(=O)N3CCc4ccccc4C3)cc2c1=O
    16.4	i	-52.3
> Cc1ccc(C)c(OCC(=O)Nc2ccc(N3CCOCC3)cc2)c1
    2.8	i	-13.3
> O=C(c1cccs1)N1CCN(C(=O)N2CCOCC2)CC1
    22.6	i	-15.9
> Cc1ccc2oc(C(=O)NCC(c3ccco3)N3CCCC3)c(C)c2c1 (stereo unspecified)
    12.1	i	-29.4

Sorted by count of non-hydrogen atoms (ascending): some entries from above.
Below each SMILES: OX1R antag-2	CHT allo act	OX1R antag-1
> CC(/C=C/c1ccccc1)=N\NC(=O)Cn1cncn1
    -1.8	i	15.4
> O=C(c1cccs1)N1CCN(C(=O)N2CCOCC2)CC1
    22.6	i	-15.9
> CCOc1ccccc1NC(=O)N1CCC(NC(=O)c2ccccc2C)CC1
    15.1	i	-25.3

Next part
Below each SMILES: OX1R antag-2	CHT allo act	OX1R antag-1
> COc1ccc(/C=C2\SC(=S)N(CCC(=O)N(CCO)Cc3ccccc3)C2=O)cc1OC
    7.9	i	-34.2
> COc1ccc(OCC(O)CN(C2CCCCC2)C2CCCCC2)cc1 (stereo unspecified)
    7.9	i	-14.3
> O=C(CSc1nc(-c2ccco2)cc(C(F)(F)F)n1)NCCc1ccccc1
    12.8	i	-34.8
> NC1=C(Br)C(=O)c2ccccc2C1=O
    71.8*	i	-6.0
> CCOC(=O)C1(Cc2cccc(OC)c2)CCCN(C(=O)CCSC)C1 (stereo unspecified)
    12.6	i	-31.5
> O=C(NNc1c2ccccc2nc2ccccc12)c1ccc(O)cc1O
    102.5*	i	0.3
> COc1ccc(NS(=O)(=O)c2ccc(OC)c3ccccc23)cn1
    37.0	i	-7.0
> NNC(=O)c1ncoc1-c1ccc(Cl)cc1
    6.9	i	-8.9
> COc1cc(OC)c2c(c1)OC(c1ccc(OC)c(OC)c1)C(O)C2=O (stereo unspecified)
    14.0	i	-7.5
> C=CCN(c1nc(C)c(Br)c(OC)n1)S(=O)(=O)c1ccc(C)cc1
    9.6	i	-46.7
> O=C1CCCC/C1=N\Nc1ccc(OCc2ccccc2)cc1
    24.2	i	-11.4
> COC(=O)c1sccc1NC(=O)CC1C(=O)NCCN1C(=O)c1ccccc1 (stereo unspecified)
    10.0	i	-19.9
> CC1(C)CN(c2ccccc2)N(C(=O)c2ccc(C#N)cc2)C1=O
    8.0	i	-33.3
> Cc1ccc(S(=O)(=O)N2CCN(C(=O)Cn3c(=O)oc4ccccc43)CC2)cc1
    -4.4	·	-17.4
> CC(C)[C@H](NC(=O)c1ccccc1)C(=O)OCC(=O)Nc1ccc2c(c1)OCCO2
    8.2	i	-13.3

Below each SMILES: OX1R antag-2	CHT allo act	OX1R antag-1
> COC(=O)c1ccccc1Nc1cc(C)nc2nc(C)nn12
    2.5	i	-16.1
> Cc1c(OCC(=O)NC(Cc2c[nH]c3ccc(O)cc23)C(=O)O)ccc2c3c(c(=O)oc12)CCC3 (stereo unspecified)
    6.9	i	-6.2
> O=C(COC(=O)CNC(=O)c1ccc(Cl)cc1Cl)NC(=O)NCc1ccccc1
    0.0	i	-29.8
> Cc1cc(C(=O)NNc2ccc(Cl)cc2)no1
    -2.4	i	-14.6
> Cc1ccc(S(=O)(=O)N2CCCCC2)cc1C(=O)Nc1cccnc1
    3.8	i	-15.4
> Cc1ccc(OCCNS(=O)(=O)c2ccc(N3CCCC3=O)cc2)cc1
    25.6	i	17.9
> CCOC(=O)N1CCN(C(=O)/C(=C/c2ccc(Br)cc2)NC(=O)c2ccc(OC)cc2)CC1
    -1.4	i	-13.2
> COc1cccc(NC(=O)C2C3C=CC(C3)C2C(=O)O)c1 (stereo unspecified)
    12.8	i	-18.8
> COc1ccc(OC)c(N=CC2=C(O)CC(C)(C)CC2=O)c1
    22.4	i	-4.3
> COc1ccc(-c2nnc(Nc3ccc(OC)c(C(=O)N4CCCCC4)c3)c3ccccc23)cc1
    26.8	i	-9.0
> Cc1cc(C)nc(N(C#N)Cc2ccc([N+](=O)[O-])cc2)n1
    15.1	i	-23.3
> O=C(NC1CCCC1)c1cc2nc(-c3ccccc3)cc(-c3ccccc3)n2n1
    4.8	i	-10.9
> CC12CCC(C/C1=N/NC(=O)Nc1ccccc1)C2(C)C (stereo unspecified)
    11.1	i	-22.6
> COc1cc(/C=C(/C#N)c2ccc(F)cc2)ccc1OCc1ccc(C(=O)O)o1
    3.1	i	-4.4
> CC(=O)N1CCOCCOCCOCC1
    4.7	i	7.7

An excerpt from above in order of their number in OX1R antag-1, falling:
mol,OX1R antag-1
CC(=O)N1CCOCCOCCOCC1,7.7
COc1ccc(OC)c(N=CC2=C(O)CC(C)(C)CC2=O)c1,-4.3
COc1ccc(-c2nnc(Nc3ccc(OC)c(C(=O)N4CCCCC4)c3)c3ccccc23)cc1,-9.0
Cc1cc(C(=O)NNc2ccc(Cl)cc2)no1,-14.6
COC(=O)c1ccccc1Nc1cc(C)nc2nc(C)nn12,-16.1
COc1cccc(NC(=O)C2C3C=CC(C3)C2C(=O)O)c1 (stereo unspecified),-18.8
CC12CCC(C/C1=N/NC(=O)Nc1ccccc1)C2(C)C (stereo unspecified),-22.6

New compounds follow
Below each SMILES: OX1R antag-2	CHT allo act	OX1R antag-1
> CC1CCc2nc(NC(=O)C3CC3)sc2C1 (stereo unspecified)
    14.3	i	-15.0
> CC(CCc1ccccc1)NC(=O)c1cccc(F)c1 (stereo unspecified)
    9.1	i	-21.3
> CCn1c(O)c(N=NC(=O)CNC(=O)c2ccco2)c2ccccc21
    45.7	i	-0.3
> O=S(=O)(Nc1cccnc1)c1cccs1
    23.5	i	-14.4
> CCn1cc(C(=O)Nc2ccc(C)c([N+](=O)[O-])c2)cn1
    21.5	i	-13.4
> N#CCCn1cc(C(=O)Nc2ccccn2)c(-c2ccccc2)n1
    6.3	i	0.0
> CCOC(=O)Cn1cc(C(=O)c2cccs2)c2ccccc21
    32.0	i	-23.9
> O=P(Cc1ccccn1)(c1ccccc1)c1ccccc1
    15.3	i	-2.7
> O=C(NCC1CCCO1)c1ccc2c(c1)N(Cc1ccccc1)CCS2 (stereo unspecified)
    28.3	i	-21.2
> CCc1cccc(NC(=O)Cc2ccc(OC)c(OC)c2)c1
    6.5	i	4.4
> COc1cc(C(C)=O)ccc1OCC(O)CNCC1(N2CCCCC2)CCCCC1 (stereo unspecified)
    14.7	i	-15.5
> COc1cccc(CNC(=O)CCc2nc3cc(S(=O)(=O)N4CCOCC4)ccc3n2C)c1
    9.1	i	-12.8
> Cc1cccc(NC(=O)c2ccc(NC(C)c3ccccc3)c([N+](=O)[O-])c2)n1 (stereo unspecified)
    23.8	i	-3.6
> O=c1c2ccccc2nc(CSc2ncnc3nc[nH]c23)n1-c1cccc(C(F)(F)F)c1
    39.4	i	7.3
> Cc1ccc(S(=O)(=O)CCC(=O)OCC(=O)N2CCN(c3ccccc3)CC2)cc1
    15.2	i	-39.2

Below each SMILES: OX1R antag-2	CHT allo act	OX1R antag-1
> O=C(O)C1C(C(=O)O)C1(c1ccccc1)c1ccccc1 (stereo unspecified)
    8.4	i	-10.4
> CC(C)CCNCC(=O)NC(c1ccccc1)c1ccccc1
    8.0	i	-19.8
> C#CCOCCOCCOCCNc1nc(OC)nc(N2CCN(C(=O)[C@H](CCC(=O)O)n3cc(C(N)CO)nn3)CC2)n1 (stereo partly specified)
    34.1	i	-7.6
> CCCCn1c(=O)c(F)cn(Cc2ccc(OC)c([N+](=O)[O-])c2)c1=O
    -0.9	i	-5.0
> Cc1nc(NC(=O)CSC2=NCCS2)sc1C(=O)N(C)C
    4.7	i	4.6
> O=C(NCCc1c[nH]c2ccccc12)c1cnc2sccn2c1=O
    19.6	i	-11.5
> COc1ccc(C2c3c(-c4ccccc4O)n[nH]c3C(=O)N2CCc2ccc(OC)c(OC)c2)cc1 (stereo unspecified)
    3.1	i	-32.3
> O=C(COc1ccc(S(=O)(=O)N2CCOCC2)cc1)Nc1ccc2c(c1)OCCO2
    -3.4	i	-30.3
> CC(C)(C)[C@@H]1C=C(C(=O)O)O[C@H](OCc2ccc(CO)cc2)C1
    13.2	i	2.2
> COc1ccc(N2CCN(c3cnc4ccccc4n3)CC2)cc1
    10.5	i	-26.3
> COC(=O)c1cc2c(N)c(C(=O)c3ccc(Cl)cc3)sc2nc1C(OC)OC
    5.3	i	4.4
> CCN(Cc1ccc(NC(C)=O)cc1)CC1CCCN(CCc2cccc(OC)c2)C1 (stereo unspecified)
    9.8	i	-23.0
> O=C1c2ccccc2NC(c2ccccc2O)N1NS(=O)(=O)c1ccccc1 (stereo unspecified)
    18.0	i	-6.9
> CCOC(=O)c1c(NC2=NS(=O)(=O)c3ccccc32)sc2c1CCCCC2
    17.9	i	-24.8
> COc1ccc(NC(C)=O)cc1NC(=O)CSc1nnc(-c2ccc(F)cc2)n1N
    7.1	i	-5.9
> Cc1ccc(C(=O)Nc2nc(C)c(C)s2)o1
    31.3	i	-15.4

Screening results: PubChem, several laboratories
